MmCpn inh = inhibitors of Methanococcus maripaludis chaperonin (MmCpn); purified Mm-Cpn ATPase, ADP Transcreener TR-FRET; Potency, µM (doses to about 76.9 µM), without a hit: top-dose activity, negative = inhibition, hits mostly inhibitors; 330,000 compounds, 0.031% hits; note: potency is the fitted concentration of half-maximal effect; % is set by controls: 0 for no effect and ±100 for the full control effect; nearly all actives have a fitted effect of over 80% in size
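Quantitative HTS used 25 nM Mm-CPN and 10 uM ATP in magnesium/KCl Tris buffer, pH 7.4, with 1 mM DTT. Hydrolysis ran 30 min at 37°C; ADP was read by HTRF.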
GLP1R cytotox = cytotoxicity counter-screen for GLP-1 receptor inverse agonists; HEK293 cAMP-luciferase reporter cells, luminescence, 24 h; Potency, µM (top dose mostly 38.3 µM), for inactives: at the highest dose activity change, negative = inhibition, most hits filed as inhibitors; 410,000 compounds, 0.13% hits;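 note: loss of luciferase light is scored as toxicity; potency is the fitted concentration of half-maximal effect; % is set by controls: 0 for no effect and ±100 for the full control effect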
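Cells in DMEM/10% Nu serum/1% pen-strep, 1536-well format. Pre-incubated 12 h, dosed with 23 nL compound, incubated a further 24 h. Luciferase detection, 12 min at room temp, luminescence.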
PTHR1 ag = agonists of human PTHR1 parathyroid hormone receptor. Q03431. HEK293 GP2 PTHR1 cells, GloSensor cAMP luminescence, 1 h. Potency, µM (titrated, usually from 115 µM), for the others: at the top dose activation, most hits filed as activators. 410,000 compounds, 0.075% hits. AID 743266; note: potency is the fitted concentration of half-maximal effect; nearly all actives have a fitted effect of over 55% in size; some results filed as inactive show a strong effect at the top dose; inactives centre near -15; many of its hits are not listed in these tables
Target sequence (Q03431 whole entry, looked up): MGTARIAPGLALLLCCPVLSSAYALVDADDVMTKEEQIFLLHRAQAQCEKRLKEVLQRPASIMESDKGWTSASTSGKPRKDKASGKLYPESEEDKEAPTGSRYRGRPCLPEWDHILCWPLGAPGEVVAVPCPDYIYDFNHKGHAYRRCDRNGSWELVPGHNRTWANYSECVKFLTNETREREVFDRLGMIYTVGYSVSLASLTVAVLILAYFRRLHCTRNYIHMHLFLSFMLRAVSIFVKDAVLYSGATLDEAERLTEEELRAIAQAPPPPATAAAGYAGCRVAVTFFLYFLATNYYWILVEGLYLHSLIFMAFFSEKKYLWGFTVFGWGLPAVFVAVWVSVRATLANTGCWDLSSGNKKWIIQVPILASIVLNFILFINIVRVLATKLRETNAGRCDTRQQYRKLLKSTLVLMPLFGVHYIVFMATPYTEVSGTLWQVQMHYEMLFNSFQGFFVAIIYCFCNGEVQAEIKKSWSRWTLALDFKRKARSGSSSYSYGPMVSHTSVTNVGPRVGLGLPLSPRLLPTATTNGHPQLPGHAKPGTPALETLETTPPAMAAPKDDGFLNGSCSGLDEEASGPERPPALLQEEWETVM
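HEK-293-derived GP2 cells expressing PTHR1 and a GloSensor cAMP reporter, 3,000/well, plated overnight, given luciferin plus IBMX (each 0.5 mM as added) for 1 h at 37 °C, then compound for 1 h at 37 °C. Luminescence was read after 15 min at room temperature.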
FUS yeast rescue = FUS proteinopathy suppression in yeast. S. cerevisiae FUS-expressing, growth rescue, OD600, 24 h. Potency, µM (highest dose often 76.6 µM), inactives show top-dose growth rescue (activation), actives largely listed as activators. 390,000 compounds, 0.24% hits;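 note: potency is the fitted concentration of half-maximal effect; plate controls were DMSO vehicle for no effect and reference control for full effect; nearly all actives have a fitted effect of over 55% in size; some results filed as inactive show a strong effect at the top dose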
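Absorbance at 600 nm, taken 24hr after compound addition, measured rescue of FUS-yeast growth at 30C. Induction used 2% galactose with seeding at OD 0.005. Controls: CP55940 from 92uM final, DMSO only.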
GLP1R inv ag = acts as inverse agonist at human GLP-1 receptor; HEK293 GLP-1R CRE-luciferase, luminescence, 24 h; GLP-1R form is constitutively active; 410,000 compounds, 1.6% hits; Potency, µM (doses to about 38.3 µM), without a hit: at the top dose activity change, negative = inhibition, actives largely listed as inhibitors; note: potency is the fitted concentration of half-maximal effect; % is set by controls: 0 for no effect and ±100 for the full control effect; nearly all actives have a fitted effect of over 55% in size
Target sequence (P43220 whole entry, looked up): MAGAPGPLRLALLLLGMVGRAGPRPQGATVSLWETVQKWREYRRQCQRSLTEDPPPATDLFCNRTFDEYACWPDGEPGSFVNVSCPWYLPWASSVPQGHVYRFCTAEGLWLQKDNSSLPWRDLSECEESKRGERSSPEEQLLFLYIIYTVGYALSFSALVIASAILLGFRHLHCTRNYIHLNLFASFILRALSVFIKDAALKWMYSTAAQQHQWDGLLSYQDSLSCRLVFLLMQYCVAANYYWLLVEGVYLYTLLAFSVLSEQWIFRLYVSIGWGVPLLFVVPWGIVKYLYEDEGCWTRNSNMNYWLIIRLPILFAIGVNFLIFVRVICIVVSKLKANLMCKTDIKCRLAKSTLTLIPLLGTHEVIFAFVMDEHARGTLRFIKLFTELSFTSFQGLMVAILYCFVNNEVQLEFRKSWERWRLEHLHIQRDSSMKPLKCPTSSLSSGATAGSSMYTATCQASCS
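Luminescence readout: a drop in cAMP-driven luciferase signal flags inverse agonism at a constitutively active GLP-1R stably expressed in HEK293. Compound exposure lasted 24 hr at 37 deg C, 5% CO2.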
Abeta yeast res = restores growth of yeast expressing A-beta42 peptide; yeast expressing A-beta42, growth rescue, OD600, 48 h; response scale: 0% DMSO, 100% iron-clioquinol control; Potency, µM (titrated, usually from 46.1 µM), without a hit: at the highest dose growth rescue, actives largely listed as activators; 410,000 compounds, 0.063% hits; note: potency is the fitted concentration of half-maximal effect; nearly all actives have a fitted effect of over 55% in size
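Growth rescue measured by 600 nm absorbance after 48 h yeast culture at 30 C with compound. Values normalized between DMSO and an equimolar ferric chloride plus clioquinol control.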
pAkt inh = blocks phosphorylation of Akt; activity change, % for hits at 50 µM; Neuro2A IGF-stimulated pAkt S473 HTRF, 20 min; active compounds read low; 360,000 compounds, 0.32% hits; in the data active = activity change below about -80%; inconclusive = mostly about -51% to -80%; note: % is set by controls: 0 for no effect and ±100 for the full control effect
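Neuro2A cells (4,500/well, DMEM with 0.5% FBS) were treated with compound at a single 50 µM final concentration, stimulated with 6 nM IGF for 20 min at 37 °C, and lysed. Phospho-Akt Ser473 was read by HTRF as 665/615 ratio ×10^4.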
aSyn rescue = rescues yeast growth from alpha-synuclein toxicity | Yeast expressing alpha-synuclein, growth rescue, BacTiter-Glo, 24 h | Potency, µM (doses to about 46.1 µM), for the others: at the top dose growth rescue (activation), usual class: activators | 370,000 compounds, 0.14% hits | AID 652106; note: potency is the fitted concentration of half-maximal effect; % of control where 0% means no effect; nearly all actives have a fitted effect of over 65% in size
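Screening used galactose-induced yeast with toxic alpha-synuclein levels, exposed to compound for 24 hr at 30 deg C. Cell growth, read with BacTiter-Glo luminescence, gave the measured signal.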
TDP43 rescue = inhibitors of TDP-43 toxicity in yeast | TDP-43 expressing yeast growth rescue, BacTiter-Glo, 24 h | AID 652104 | 410,000 compounds, 1.8% hits | Potency, µM (top dose mostly 46.1 µM), for the others: at the highest dose growth rescue (activation), actives largely listed as activators; note: potency is the fitted concentration of half-maximal effect; % of control where 0% means no effect; nearly all actives have a fitted effect of over 50% in size
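Cell-based yeast growth screen: TDP-43 expression induced in galactose, inoculum OD600=0.02 after raffinose pregrowth to mid-log. Read-out BacTiter-Glo luminescence at 24 hr, 30 deg C; inhibition of toxicity seen as signal increase.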
* marks the source's active call; other numbers are inactive results; i = inactive; ? = inconclusive; · = no result given; & = joins results of further samples; ! = not active in a repeat; [ ] = remark or other dose. Unless noted, calls come from the whole dose curve; as a rule, active = well fitted curve in the direction sought with a large enough effect; inconclusive = small, poorly fitted or top-dose-only effect, or another doubt; inactive = no such curve, though single readings can be large; an effect the other way counts as inactive or inconclusive. These rows are one share of the data (hit frequency here may not be typical).

Each structure is followed by: MmCpn inh | GLP1R cytotox | PTHR1 ag | FUS yeast rescue | GLP1R inv ag | Abeta yeast res | pAkt inh | aSyn rescue | TDP43 rescue
O=C(CSc1nc2scc(-c3ccco3)c2c(=O)n1-c1ccccc1)N1CCOCC1
  -5.6% | -17.7% | -3.9%[57.5 µM] | 11.8% | 0.0% | 9.5% | i | -0.1%&-1.7% | -8.4%
O=C(COC(=O)c1ccc([N+](=O)[O-])o1)NC12CC3CC(CC(C3)C1)C2
  0.9% | -10.7% | i | 7.8% | 1.5% | -73.2%[inhibitor] | i | -2.5% | -88.9%[inhibitor]
CC(C)P(=O)(Cc1cccc(C#N)c1)C(C)C
  -7.6% | -6.5% | 3.0%[57.5 µM] | -27.2% | -3.5% | -4.5% | i | -12.7% | -8.6%
Cc1cc(NS(=O)(=O)c2ccc(-c3ccccc3)cc2)no1
  1.3% | 3.9% | -4.8%[57.5 µM] | 12.1% | 11.4% | ? | i | 4.5% | 10µM*
O=C(NCc1ccco1)c1ccc(CS(=O)(=O)c2cccc(C(F)(F)F)c2)o1
  1.5% | -22.8% | -8.6% | 19.3% | ? | -0.9% | i | -5.4% | 0.1%
N=c1c(C(=O)NCc2ccc3c(c2)OCO3)cc2c(=O)n3ccccc3nc2n1Cc1cccnc1
  -0.2% | 14.1% | -20.1% | ? | 62.4%[activator] | 1.0% | i | 4.9% | 14.9%
O=C(CN(C(=O)CCC(=O)Nc1nccs1)c1ccc(F)cc1)NCC1CCCO1 (configuration not stated)
  -0.1% | 1.7% | -7.5% | 0.3% | 8.8% | 1.1% | i | -3.3% | -6.9%
Cc1ccc2nc(-c3ccc(F)cc3)c(Cc3cccc(Cl)c3)n2c1
  · | -8.1% | -1.6% | 16.6% | ? | -1.9% | i | 2.4% | 17.2%
Cc1cc(C)n2cc(CSc3ccc(Br)cc3)nc2n1
  -5.0% | -7.4% | i | 24.0% | 44.9%[activator] | 8.1% | i | -6.3% | ·
CCCSc1nnc(CSc2nc(C)cc(C)n2)n1C
  -1.1% | 14.0% | -32.6%[inhibitor] | 13.4% | 5.3% | -17.4% | i | -1.7% | 5.3%
CC1CCCN(C(=O)C2CCN(S(=O)(=O)c3cccc4nonc34)CC2)C1 (configuration not stated)
  1.6% | -10.8% | i | -17.0% | -7.7% | -13.7% | i | 6.5% | -1.1%
COc1ccc(S(=O)(=O)N2CCC(C(=O)NCCCN3CCOCC3)CC2)cc1
  3.4% | 4.8% | i | -3.1% | -0.4% | -20.0% | · | 5.6% | 10.3%
O=C(NCc1ccccc1)C1=C[C@H](c2coc3ccccc3c2=O)C[C@H](OCc2ccc(CO)cc2)O1
  · | -13.0% | i | 39.1% | -9.3% | -3.3% | i | -5.6% | ?
COc1ccccc1C(=O)NC(CCSC)C(=O)NCC(c1cccs1)N1CCOCC1 (configuration not stated)
  -0.9% | 6.9% | -16.9% | -3.0% | 5.5% | 0.1% | i | -3.9% | -6.2%
COc1ccc(NC(=O)c2cc3c(CO)cnc(C)c3oc2=Nc2cccc(F)c2)c(OC)c1
  0.7% | 3.1% | -7.9% | -1.9% | 8.9% | -2.9% | i | 2.1% | 16.7%
Cc1nnc2c(NC3CCCCC3)nc3ccccc3n12
  -7.6% | -1.2% | i | -24.4% | 33.7%[activator] | -38.5% | i | -13.1% | 22.0%
CS(=O)(=O)NNC(=O)CN1C(=O)C2C3C=CC(C3)C2C1=O (configuration not stated)
  2.1% | 12.1% | -1.3% | 11.1% | 12.8% | -1.8% | i | 3.6% | -11.7%
CCCCCCCCCCCCCCCC[n+]1cccc(C(=O)N(CC)CC)c1
  -1.5% | ? | ? | 28.2µM*! | ? | -88.4%&-95.0%[inhibitor] | i | -10.0%&-64.0% | -17.9%&-88.2%
Cc1ccc(N(CC(=O)Nc2ccc(C)c(F)c2)S(=O)(=O)c2c(C)n[nH]c2C)cc1
  · | -11.1% | -8.9% | -17.3% | ? | 5.0% | · | · | 6.0%
Cc1c(C(=O)OCC(=O)N(C)Cc2ccccc2)oc2ccccc12
  6.0% | 11.9% | -6.5% | 17.3% | ? | -9.6% | i | ? | ?
Cn1c(=O)oc2cc(S(=O)(=O)NCCC(=O)NC3CCCC3)ccc21
  -0.6% | 7.3% | i | 14.8% | 0.0% | 9.8% | i | -8.1% | 0.1%
O=C(Oc1ccc(Br)cc1C(=S)N1CCOCC1)c1ccccc1
  -1.6% | 2.7% | i | 14.9% | -11.3% | -19.2% | i | -6.9% | 22.0%
CC1(C)NC(=O)N(CC(O)CN(c2ccccc2)S(=O)(=O)c2ccccc2[N+](=O)[O-])C1=O (configuration not stated)
  1.2% | -1.9% | i | 12.7% | 15.5% | -5.8% | i | -0.2% | -7.4%
Cc1cc(C)c(S(=O)(=O)N2CCN(C(=O)CCn3nc(C)c(C)c3C)CC2)c(C)c1
  1.2% | -4.8% | -33.9%[inhibitor] | 9.1% | ? | 4.8% | i | 2.7% | 1.0%
COc1ccc(-c2[nH]c(-c3cccc(OC)c3)nc2SCC(=O)NC2CCCC2)cc1
  -1.3% | -14.7%&-17.8% | -13.5% | -8.3%&37.8% | ? | -12.6%&-1.8% | i | 1.9% | 12.7%&26.0%
N#Cc1ccccc1OCC(=O)N(C1CCCCC1)C1CCS(=O)(=O)C1 (configuration not stated)
  1.2% | 11.9% | i | 15.6% | 9.1% | -1.9% | i | 0.1% | -3.9%
Cc1ccccc1NN=Nc1nc2c([nH]1)c(=O)n(C)c(=O)n2C
  1.5% | -19.8% | i | -10.0% | 0.1% | -14.6% | i | -0.8% | -12.3%
COc1cc(NC(=O)CCc2c(C)noc2C)c(Cl)cc1C(=O)O
  0.0% | 1.7% | i | 16.1% | 18.9% | 4.0% | i | -6.4% | -4.7%
O=C(OCc1cn([C@H]2C[C@H](c3ccccc3)N(CC3CCCCC3)C[C@@H]2O)nn1)c1ccccc1
  · | -12.5% | -9.6% | ? | ? | 6.0% | i | -1.7% | 3.4%
CCOC(=O)c1ccc2ncc3c(-c4ccccc4)nn(-c4ccc(F)c(Cl)c4)c3c2c1
  · | 0.1% | -10.3% | -2.3% | 13.7% | -14.5% | · | · | 0.0%
CN(Cc1ccco1)S(=O)(=O)c1nnc(NC(=O)c2cccc(Cl)c2)s1
  -7.4% | -22.4%&1.8% | -13.2%&-49.6% | 4.8%&35.8% | -7.7%&-7.6% | 20.3%&-20.8% | i | 2.2% | 7.1%&6.3%
COc1ccc(CN2CC(C(=O)NCCN3CCN(c4ccccc4F)CC3)CC2=O)cc1 (configuration not stated)
  -1.1% | -14.8% | i | 1.6% | -7.8% | 3.7% | i | 0.8% | 15.2%
CC1(C)CC(=O)c2sc(NC(=O)c3cccs3)nc2C1
  -17.5% | 11.4% | -31.1% | 23.5% | -24.8% | -33.1%[inhibitor] | i | -22.7% | -21.0%
Cc1cc(Cl)ccc1C(=O)C1CCCN(C(=O)c2cnsn2)C1 (configuration not stated)
  0.9% | -6.4% | -29.5% | -3.0% | -43.6% | -10.1% | i | 4.7% | ?
CCOC(=O)C1CCN(c2c(NC3CCCCCCC3)c(=O)c2=O)CC1
  0.0% | 2.4% | i | 17.6% | -6.6% | 7.7% | i | 0.2% | 17.0%
COc1cccc(CNC(=O)CCCN2C(=O)CCn3nc(-c4cccn4C)cc32)c1
  · | -7.6% | i | 24.5% | -0.9% | -0.3% | · | · | ?
Cc1csc(NC(=O)c2ccoc2C)n1
  -6.7% | 2.9% | -3.3% | 4.9% | -9.6% | 18.4% | i | -1.4% | ?
N#Cc1c(N2CCOCC2)nsc1-c1ccc(C(F)(F)F)cc1
  ? | 0.3% | ? | 15.3% | 16.0% | -2.5% | i | -4.5% | -20.0%[1.82 µM]
CCOc1ccc(Cl)cc1/C=N/NC(N)=O
  ? | 0.0% | i | -33.2% | 0.5% | 7.0% | i | 1.3% | 5.6%
Cc1ccc(-n2nc(CO)c(C(=O)NCCCCc3ccccc3)n2)cc1C
  · | 0.3% | -41.8%[inhibitor] | 10.3% | 2.5% | -8.8% | · | · | -6.7%
C/C(O)=C(/C=NCC(=O)O)C(=O)Nc1nccs1
  -0.3% | 1.0% | i | 18.1% | 2.5% | -8.4% | i | 5.9% | 10.9%
N#CCCN(CCC#N)S(=O)(=O)c1ccc(C(=O)Nc2nnc(C3=COCCO3)o2)cc1
  1.5% | 4.7% | i | -5.5% | 1.7% | 1.1% | i | -8.1% | 14.9%
CCOc1ccc(NC(=O)CSc2nc(-c3ccc(F)cc3)cc(C(F)(F)F)c2C#N)cc1
  · | 1.5% | i | -6.8% | -2.9% | 12.3% | · | · | 4.5%
Cc1ccccc1C(=O)NC(NCC1CCCO1)C(Cl)(Cl)Cl (configuration not stated)
  -0.9% | 3.5% | 4.7%[57.5 µM] | -13.2% | -13.1% | 7.5% | i | 0.5% | 6.3%
Cc1ccc(S(=O)(=O)NCC(=O)N2CCOCC2)cc1
  -1.1% | -5.0% | i | -12.8% | -1.5% | -8.3% | i | -6.5% | 10.8%
CS(=O)(=O)N(CC(=O)NCCSCc1cccc(Cl)c1)c1ccc(F)cc1
  -2.1% | -10.9% | -22.8% | 9.6% | ? | 28.6% | i | 10.9% | 15.5%
C[C@]12C=CC(=O)C=C1CC[C@@H]1[C@@H]2C(=O)C[C@@]2(C)[C@H]1CC[C@]2(O)C(=O)CO
  -0.1%&0.0% | 0.4%&0.3% | -11.7% | -11.3%&-21.5% | 1.1%&5.3% | -7.0%&-17.3% | i | -9.8%&1.0% | 6.5%&-7.4%
